Screening data: PubChem BioAssay, several laboratories
GSTO1 counter: inhibitors of recombinant GSTO1, primary screen, counter-screen for RBBP9 inhibitor project, biochemical, fluorescence polarization; activity-based probe fluorescence polarization; AID 1974, 2009; inhibition, % at 5.96 µM; 1.1% of 300,000 active;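 active means inhibition above the campaign mean inhibition plus 3 SD, cut at about 35% in these data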;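 further: 0% = GSTO1-1 with DMSO and 100% = wells lacking GSTO1-1 enzyme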
Target sequence (P78417 whole entry, looked up): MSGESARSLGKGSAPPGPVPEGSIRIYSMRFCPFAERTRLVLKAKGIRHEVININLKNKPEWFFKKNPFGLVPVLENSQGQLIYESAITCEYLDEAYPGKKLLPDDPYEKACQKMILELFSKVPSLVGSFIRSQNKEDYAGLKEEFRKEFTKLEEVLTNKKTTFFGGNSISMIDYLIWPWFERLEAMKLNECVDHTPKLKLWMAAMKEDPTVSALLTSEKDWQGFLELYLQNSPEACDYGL
PAD4 inh: human PAD4 inhibitors, primary screen, biochemical, fluorescence polarization, 1536-well format. recombinant PAD4, RCA probe fluorescence polarization. inhibition, % at 6.36 µM. 0.41% of 330,000 active;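 active means percent inhibition above a cutoff equal to the mean of all tested compounds plus 3 SD, cut at about 15% in these data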;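 further: 0% = PAD4 with RCA probe and DMSO and 100% = probe without PAD4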
Target sequence (Q9UM07 whole entry, looked up): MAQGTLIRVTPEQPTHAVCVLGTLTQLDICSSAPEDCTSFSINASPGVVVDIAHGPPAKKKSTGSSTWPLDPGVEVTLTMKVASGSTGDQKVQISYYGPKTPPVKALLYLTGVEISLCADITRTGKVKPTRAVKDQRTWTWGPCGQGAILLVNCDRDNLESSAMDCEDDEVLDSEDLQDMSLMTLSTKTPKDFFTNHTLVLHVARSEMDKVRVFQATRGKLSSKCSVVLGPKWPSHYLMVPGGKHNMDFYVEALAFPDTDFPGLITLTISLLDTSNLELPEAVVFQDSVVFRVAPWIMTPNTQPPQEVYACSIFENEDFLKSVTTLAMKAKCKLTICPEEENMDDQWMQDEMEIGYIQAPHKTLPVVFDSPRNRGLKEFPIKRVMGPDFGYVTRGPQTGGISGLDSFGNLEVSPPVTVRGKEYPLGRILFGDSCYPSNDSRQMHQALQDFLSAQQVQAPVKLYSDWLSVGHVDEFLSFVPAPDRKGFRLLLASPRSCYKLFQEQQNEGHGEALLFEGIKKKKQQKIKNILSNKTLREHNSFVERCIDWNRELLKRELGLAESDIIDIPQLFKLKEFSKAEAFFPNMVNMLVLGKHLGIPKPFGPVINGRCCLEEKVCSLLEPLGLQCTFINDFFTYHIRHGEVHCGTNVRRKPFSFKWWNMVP
TPT1 inhibitor: Candida albicans TPT1 enzyme inhibitors, primary screen, biochemical, fluorescence polarization; tRNA 2'-phosphotransferase TPT1 (Candida albicans SC5314); recombinant caTPT1, FP RNA substrate dephosphorylation; inhibition, % at 5 µM; 0.81% of 300,000 active; AID 1962, 2009;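 active means inhibition above the mean of all tested compounds plus 3 SD, set per screening campaign, cut at about 24% in these data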;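 further: plate controls were DMSO alone for no effect and ferristatin control at 100 nM for full effect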
MEX-5 binding: MEX-5 zinc finger RNA-binding disruptors – biochemical, C. elegans, fluorescence polarization, MLPCN library, primary screen; activity score (negative = inhibition of binding), % at 10 µM; MEX-5/FITC-TCR2 RNA binding; hits give low values; AID 1832, 2009; Zinc finger protein mex-5 (Caenorhabditis elegans), Q9XUB2; 0.38% of 300,000 active;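 active means inhibition past about -25% in most replicates, and total fluorescence under double the plate's negative control median, limit read from the data; inconclusive means replicates evenly split on the limit, or fluorescence at least double controls; inactive means too little inhibition in most replicates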;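 further: 0% = DMSO and -100% = 5 µM competing unlabeled TCR2 RNA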
MCL1 BIM primary: inhibitors of MCL1 binding to BIM-BH3, primary screen, biochemical, fluorescence polarization | AID 2057, 2009 | GST-MCL1 / FITC-Bim-BH3 fluorescence polarization | 0.68% of 320,000 active | inhibition, % at 10.9 µM | Induced myeloid leukemia cell differentiation protein Mcl-1 (Homo sapiens), Q07820;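 active means inhibition above the mean inhibition of all tested compounds plus 3 SD, set per campaign, cut at about 40% in these data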;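 further: 0% = DMSO wells and 100% = unlabeled Bim-BH3 peptide control; higher means more loss of mP so more displacement of Bim peptide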
PME-1 primary: PME-1 inhibitors via competitive probe labeling, primary screen, biochemical, fluorescence polarization, FP-Rh probe, HTS. 0.53% of 320,000 active. recombinant PME-1. Protein phosphatase methylesterase 1 (Homo sapiens), Q9Y570. inhibition, % at 5.9 µM;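 active means inhibition above the campaign mean of all compounds plus 3 SD, cut at about 26% in these data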;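 further: competitive labeling of PME-1 active site by serine hydrolase directed probe; 0% = PME-1 with DMSO and 100% = wells lacking PME-1 enzyme; inhibitors block probe labeling so polarization falls and inhibition rises; many of its hits are not listed in these tables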
Bcl-xL primary: inhibitors of human Bcl-xL, primary screen, biochemical, fluorescence polarization, HTS; GST-Bcl-xL / FITC-Bim BH3 peptide fluorescence polarization; 0.7% of 320,000 active; inhibition, % at 10.9 µM; Bcl-2-like protein 1 (Homo sapiens), Q07817;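 active means inhibition above the mean of all tested compounds plus 3 SD, cutoff set per campaign, cut at about 30% in these data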;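 further: 0% = DMSO wells and 100% = unlabeled Bim-BH3 peptide competitor; inhibitors lower millipolarization by displacing the labeled peptide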
GLD-1 RNA inh: GLD-1/TGE RNA complex disruptors, primary screen, biochemical, fluorescence polarization; inhibition, % at 5.96 µM; 0.44% of 320,000 active; AID 2280, 2010; Female germline-specific tumor suppressor gld-1 (Caenorhabditis elegans), Q17339; purified GLD-1 + fluorescein TGE RNA;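 active means percent inhibition above a per-plate cutoff, the plate mean of test compounds plus 3 SD, cut at about 30% in these data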;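 further: 0% = DMSO wells with GLD-1 and probe and 100% = wells lacking GLD-1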
Fam108B counter: mouse Fam108B serine hydrolase inhibitors, primary screen, counter-screen for RBBP9 inhibitor project, biochemical, fluorescence polarization | recombinant Fam108B, FP-Rh probe fluorescence polarization | inhibition, % at 9.51 µM | 0.33% of 300,000 active;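 active means inhibition above the screen mean inhibition plus 3 SD, computed separately per campaign, cut at about 18% in these data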;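 further: inhibitors lower polarization as less probe binds the enzyme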
An asterisk follows results filed as active; ? = inconclusive; / = no result given. This is a subset. The share of hits here may be higher or lower than overall.

Below each SMILES – TPT1 inhibitor	GLD-1 RNA inh	GSTO1 counter	Fam108B counter	PME-1 primary	PAD4 inh	MEX-5 binding	MCL1 BIM primary	Bcl-xL primary
Cc1cc2ncn(C3CC(=O)N(Cc4ccc(N5CCCC5=O)cc4)C3=O)c2cc1C (configuration not stated)
 : 2	3	8	1	1	1	-0.7	0	1
O=C1CCCCC1C(=O)c1ccccc1 (configuration not stated)
 : 0	2	-5	0	4	0	3.2	5	8
O=C(NCc1ccccc1)C1(C(F)(F)F)C/C(=C/CCO)CCCO1 (configuration not stated)
 : 0	3	2	4	0	0	-1.0	6	6
COC(=O)c1sc(NC(=O)c2oc3ccccc3c2C)nc1C
 : 3	-3	-8	-3	-2	-2	0.2	5	-1
CCOC(CNC(=O)c1ccc(CNC(=O)c2ccc(OC)c(OC)c2)cc1)OCC
 : 2	5	1	3	-2	-5	2.3	-9	2
COC(=O)c1ccc(N2CCOCC2)c(NC(=O)Nc2cccc(OC)c2)c1
 : -3	-2	2	2	1	-1	-0.5	-5	-8
COc1nc(C)nc(NC(=O)NS(=O)(=O)c2ccc(C)cc2)n1
 : 2	6	7	-1	2	-4	-0.6	-4	5
O=C(CN1CCN(c2ccccc2O)CC1)Nc1ccccc1C(=O)NCCc1ccccc1
 : /	5	/	/	2	-5	/	-2	-2
CC(C(=O)NCc1ccc2c(c1)OCO2)N1c2cccc3cccc(c23)S1(=O)=O (configuration not stated)
 : 0	-8	1	8	17	-7	1.0	6	3
COc1cccc(-c2nc(CS(=O)(=O)CC(=O)NCCCOC(C)C)c(C)o2)c1
 : -2	-1	4	-3	-1	-4	2.3	7	6
O=C(NC(=S)N1CCCCC1)c1cccs1
 : 17	3	0	3	2	-2	1.0	2	-2
Cc1cc(C)n(CCCNCC(O)c2ccccc2)n1 (configuration not stated)
 : -2	4	9	1	-7	-2	0.4	7	6
CC(=O)N1CCC(=NNc2nc3ccccc3[nH]2)CC1
 : 3	0	2	4	-39	8	-11	9	-1
COc1cc(C)c(NC(=O)COc2cccc3c2OC(C)(C)C3)cc1OC
 : /	1	/	/	0	0	/	-4	2
NC(=NC(=O)c1ccccc1)N1CCOCC1
 : 2	4	2	-2	0	-1	0.7	1	-1
COc1ccc(NC(=O)c2[nH]c(C)c(C(C)=O)c2C)cc1
 : -1	4	5	-2	4	5	0.3	-12	-1
COc1ccc(-c2cc(C(=O)NNC(=O)c3csc(N4CCOCC4)n3)c3ccccc3n2)cc1
 : 5	9	-6	0	-8	-2	3.8	5	5
Cn1c(=O)c2c(nc(NCCNC(=O)c3ccco3)n2Cc2ccccc2)n(C)c1=O
 : -1	7	-1	-1	3	-1	1.0	-3	1
O=C(COc1ccc(/C=N/NS(=O)(=O)c2ccccc2)cc1)NCCc1ccccc1
 : 1	20	-5	4	3	-5	1.3	3	6
CCC(=O)NNc1nc2c(F)cccc2s1
 : 3	-3	-14	1	1	-3	-2.5	-14	-2

Eleven successive entries out of the list so far, quoted:
Below each SMILES – TPT1 inhibitor	GLD-1 RNA inh	GSTO1 counter	Fam108B counter	PME-1 primary	PAD4 inh	MEX-5 binding	MCL1 BIM primary	Bcl-xL primary
Cc1cc2ncn(C3CC(=O)N(Cc4ccc(N5CCCC5=O)cc4)C3=O)c2cc1C (configuration not stated)
 : 2	3	8	1	1	1	-0.7	0	1
O=C1CCCCC1C(=O)c1ccccc1 (configuration not stated)
 : 0	2	-5	0	4	0	3.2	5	8
O=C(NCc1ccccc1)C1(C(F)(F)F)C/C(=C/CCO)CCCO1 (configuration not stated)
 : 0	3	2	4	0	0	-1.0	6	6
COC(=O)c1sc(NC(=O)c2oc3ccccc3c2C)nc1C
 : 3	-3	-8	-3	-2	-2	0.2	5	-1
CCOC(CNC(=O)c1ccc(CNC(=O)c2ccc(OC)c(OC)c2)cc1)OCC
 : 2	5	1	3	-2	-5	2.3	-9	2
COC(=O)c1ccc(N2CCOCC2)c(NC(=O)Nc2cccc(OC)c2)c1
 : -3	-2	2	2	1	-1	-0.5	-5	-8
COc1nc(C)nc(NC(=O)NS(=O)(=O)c2ccc(C)cc2)n1
 : 2	6	7	-1	2	-4	-0.6	-4	5
O=C(CN1CCN(c2ccccc2O)CC1)Nc1ccccc1C(=O)NCCc1ccccc1
 : /	5	/	/	2	-5	/	-2	-2
CC(C(=O)NCc1ccc2c(c1)OCO2)N1c2cccc3cccc(c23)S1(=O)=O (configuration not stated)
 : 0	-8	1	8	17	-7	1.0	6	3
COc1cccc(-c2nc(CS(=O)(=O)CC(=O)NCCCOC(C)C)c(C)o2)c1
 : -2	-1	4	-3	-1	-4	2.3	7	6
O=C(NC(=S)N1CCCCC1)c1cccs1
 : 17	3	0	3	2	-2	1.0	2	-2

More entries.
Below each SMILES – TPT1 inhibitor	GLD-1 RNA inh	GSTO1 counter	Fam108B counter	PME-1 primary	PAD4 inh	MEX-5 binding	MCL1 BIM primary	Bcl-xL primary
COc1ccc(C(=O)NCc2ccco2)cc1S(=O)(=O)NC1CC1
 : /	-5	/	/	-3	-3	/	7	2
O=c1/c(=C\c2ccc(O)cc2)sc2nc(-c3ccccc3)c(-c3ccccc3)n12
 : 15	-1	6	3	2	-3	?	2	8
CCOP(=O)(OCC)C(NC(=O)Nc1cccc(Cl)c1)c1ccccc1 (configuration not stated)
 : 0	4	-3	-2	1	-1	1.6	7	-1
CCC(c1nnnn1CC1CCCO1)N(CCCO)Cc1cc2cccc(C)c2[nH]c1=O (configuration not stated)
 : -1	-5	1	2	-2	0	-0.8	2	3
Cc1cc(NC(=O)CSc2nnc(-c3cccc(Cl)c3)o2)no1
 : 2	1	11	5	-5	8	2.1	4	3
CC(=O)Nc1cccc(-n2nnc(SCC(=O)N(C)c3ccccc3)n2)c1
 : 0	8	8	-1	2	5	-1.4	-4	4
Cc1cccc(N/N=C(\C#N)S(=O)(=O)C(C)(C)C)c1
 : -3	7	-10	1	2	-4	4.4	0	2
CCN1C(=O)[C@@H]2[C@@H](c3ccc(-c4ccc(OC)cc4)c(OC)c3)N3CCC[C@@]3(C(=O)OC)[C@@H]2C1=O
 : 2	-1	4	4	-5	3	-0.8	7	5
Cc1nnc(N/N=C\c2ccc(-c3ccccc3[N+](=O)[O-])o2)n1N
 : 7	-1	36*	3	12	35*	-14	-7	29
CCOC(=O)CC1COc2ccccc2N1C(=O)c1ccc(C)cc1 (configuration not stated)
 : -4	5	8	0	-6	-2	-2.0	3	7
NC(=O)c1ccc(SCC(=O)OCC(=O)NCC2CCCCC2)c([N+](=O)[O-])c1
 : 0	3	7	0	-7	-1	0.9	6	5
Cc1cccc(C(=O)Nc2cccc3c2CCCC3)c1
 : -4	2	4	-1	10	4	2.4	11	9
COCCCN(C(=O)C1CCC1)c1c(N)n(Cc2ccccc2)c(=O)[nH]c1=O
 : /	4	/	/	1	5	/	-1	0
CNC(=O)c1sccc1SCc1c(Cl)cccc1Cl
 : 4	-5	7	-7	-8	-1	-4.3	2	2
O=C(Nc1ccccc1)OCCCc1ccccc1
 : -1	-3	-6	-5	-1	-5	1.3	-11	-10
CCc1ccc2c(c1)C1(SC(NC(C)=O)=NN1C(C)=O)C(=O)N2CC (configuration not stated)
 : 1	3	-1	5	8	-2	0.5	-4	0
CC1CCc2c(C(=O)NCC3CCCO3)csc2C1 (configuration not stated)
 : 0	1	-5	2	-1	-4	-1.6	3	6
Clc1cccc(N/N=C/c2ccncc2)c1
 : 0	3	0	11	9	1	-0.1	3	3
O=[N+]([O-])c1ccc2oc(C(O)c3cccc(Cl)c3)cc2c1 (configuration not stated)
 : 0	5	-3	1	0	-2	1.0	0	5
Cc1c(NS(=O)(=O)c2ccc(C(=O)NCc3ccc(F)cc3)cc2)c(=O)n(-c2ccccc2)n1C
 : /	4	/	/	2	0	/	-5	-3
CCOc1ccc(/C=N/NC(=S)NC2CC3CCC2C3)cc1 (configuration not stated)
 : -1	-2	-3	-1	5	-1	0.4	11	5
CCCCN(CC)Cc1c(O)ccc2c(-c3ccccc3)cc(=O)oc12
 : -1	0	9	1	7	-4	-0.1	3	4
CCOC(=O)N1CCC(NC(=O)CN2C(=O)CSc3nc(C)cc(C)c32)CC1
 : -4	-3	5	0	-2	-1	1.9	6	3
COc1ccc(C(C)C)cc1S(=O)(=O)NCc1ccccn1
 : 4	4	2	4	2	-4	1.1	1	-2
CC1(c2ccccc2)CC(c2ccccc2)=Nc2ccccc2N1 (configuration not stated)
 : -2	6	8	-1	0	-12	-1.1	1	7
COc1ccc(C(=O)c2cnc(C(C)C)n2C)cc1
 : 2	3	2	4	7	0	-1.3	-1	3
Cc1nnc(SCC(=O)Nc2ccccc2F)n1-c1ccc(F)cc1
 : -4	6	1	7	1	6	0.8	1	5
C=CCn1c(=N)c(C(=O)OCC)cc2c(=O)n3cccc(C)c3nc21
 : 0	-1	1	3	6	-3	/	4	3
Cc1cc(C(=O)Nc2cccc(C(=O)O)c2)oc1C
 : -6	3	3	3	0	-5	1.4	11	5
COc1cccc(C2c3[nH]c4ccccc4c3C[C@H]3C(=O)N(C4CCN(Cc5ccccc5)CC4)CC(=O)N23)c1 (some centres not stated)
 : 1	0	-2	5	1	4	-0.9	-4	4
Cc1cc(CN(C)C(=O)c2cc(COc3ccc(C)c(C)c3)on2)on1
 : 2	4	4	4	0	2	2.0	4	4
O=c1[nH]c(C2CCN(S(=O)(=O)c3ccccc3F)CC2)nc2c1nnn2Cc1ccc2c(c1)OCCO2
 : -1	-2	0	0	7	0	-0.9	7	9
CC(NC(=O)c1ccncc1)C(c1cccs1)N1CCOCC1 (configuration not stated)
 : 0	2	-4	-2	-6	-1	0.1	-1	4
COC(=O)C(CC(=O)c1ccc(Br)cc1)n1cccn1 (configuration not stated)
 : -2	4	13	-2	1	4	0.6	13	5
CCOc1ccccc1NC1c2ccccc2C(=O)N1c1cccnc1 (configuration not stated)
 : -1	6	2	2	2	-2	0.0	-4	3
Cc1nnc2sc(SCC(=O)Nc3cccc(Cl)c3)nn2c1=O
 : -2	4	11	-2	-2	0	-0.1	3	8
CCn1c(C)nc([N+](=O)[O-])c1Sc1ccc(F)cc1
 : -1	1	3	-2	-2	5	-2.7	0	0
COC(=O)C1(CCSC)NC(c2ccc(OC)cc2OC)C2C(=O)N(c3cccc(C(C)=O)c3)C(=O)C21 (configuration not stated)
 : -1	4	8	0	1	-1	0.9	5	7
